Hep lipid drop: hepatic lipid droplet formation modulation. AML12 mouse hepatocytes, oleate lipid droplets, BODIPY imaging. inhibition, % at 6.5 µM. hit rate 0.4% among 240,000;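 active = lipid droplet intensity inhibited by at least 50%, with more than 500 cells counted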
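Material – mouse AML12 hepatocyte cell line, fixed after treatment · Compound dosing – one dose, 6.5 µM compound · Times – compound with oleate, overnight · Measured by – Image-based BODIPY and DAPI two-channel analysis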
Hep lipid drop cells 6.5 µM: also measured in Hep lipid drop; calls as there; cell count; measured here: cell count, cytotoxicity flag;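 cells counted across two imaged fields per well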
* hit, by the source's call. Only part of the results is shown, so the mix of outcomes need not match the whole.

SMILES	Hep lipid drop	Hep lipid drop cells 6.5 µM
CC1CCN(C(=O)Cn2cnc3c2c(=O)n(C)c(=O)n3C)c2ccccc2S1 (stereo not given)	5	799
CN(C)c1ccc(NC(=S)NC23CC4CC(CC(C4)C2)C3)cc1	-3	841
COCc1cc(CN2CCCC(C(=O)Nc3cccc(-n4cnnn4)c3)C2)ccc1OC (stereo not given)	-6	641
COc1ccc(S(=O)(=O)N(C)c2ccc(C(=O)NCc3ccncc3)cc2)cc1	1	833
Cc1coc2c1c(C)cc1oc(=O)c(CC(=O)NCCC(=O)O)c(C)c12	-3	803
O=C(Nc1ccc(Cl)c(Cl)c1)Nc1ccccn1	3	842
CCC1(C)Cc2ccccc2-c2nc(SCC(N)=O)[nH]c(=O)c21 (stereo not given)	9	430
COc1cc(C(=O)NC2CCN(CC(=O)NC3CCCCC3)CC2)cc(OC)c1OC	1	818
COc1ccc(Cc2nc3ccc(C(=O)N4CCOCC4)cc3o2)cc1	-2	734
O=C(CCNC(=O)c1ccco1)Nc1cccc(C(F)(F)F)c1	5	827
O=C(COC(=O)CN1C(=O)c2ccccc2C1=O)NC1CCCCC1	18	799
CCCCOc1ccc(C2/C(=C(/O)c3ccc4c(c3)CC(C)O4)C(=O)C(=O)N2CCCN2CCOCC2)cc1OC (stereo not given)	13	896
CN(Cc1ccccc1)C(=S)NC(=O)c1cccs1	-37	855
COc1ccc(N2CCN(c3nc4ccccn4c(=O)c3/C=C(\C#N)S(=O)(=O)c3ccccc3)CC2)cc1	17	840
COc1ccc(S(=O)(=O)Nc2ccccc2C(=O)NCc2cccnc2)cc1	-3	796

11 compounds already listed, sorted by heavy-atom count, low to high.
SMILES	Hep lipid drop	Hep lipid drop cells 6.5 µM
O=C(Nc1ccc(Cl)c(Cl)c1)Nc1ccccn1	3	842
CN(Cc1ccccc1)C(=S)NC(=O)c1cccs1	-37	855
CN(C)c1ccc(NC(=S)NC23CC4CC(CC(C4)C2)C3)cc1	-3	841
O=C(COC(=O)CN1C(=O)c2ccccc2C1=O)NC1CCCCC1	18	799
Cc1coc2c1c(C)cc1oc(=O)c(CC(=O)NCCC(=O)O)c(C)c12	-3	803
COc1ccc(S(=O)(=O)Nc2ccccc2C(=O)NCc2cccnc2)cc1	-3	796
COc1ccc(S(=O)(=O)N(C)c2ccc(C(=O)NCc3ccncc3)cc2)cc1	1	833
COc1cc(C(=O)NC2CCN(CC(=O)NC3CCCCC3)CC2)cc(OC)c1OC	1	818
COCc1cc(CN2CCCC(C(=O)Nc3cccc(-n4cnnn4)c3)C2)ccc1OC (stereo not given)	-6	641
COc1ccc(N2CCN(c3nc4ccccn4c(=O)c3/C=C(\C#N)S(=O)(=O)c3ccccc3)CC2)cc1	17	840
CCCCOc1ccc(C2/C(=C(/O)c3ccc4c(c3)CC(C)O4)C(=O)C(=O)N2CCCN2CCOCC2)cc1OC (stereo not given)	13	896

The listing continues.
SMILES	Hep lipid drop	Hep lipid drop cells 6.5 µM
COc1c2c(cc3c1C(CC(O)Cc1ccccc1)N(C)CC3)OCO2 (stereo not given)	18	638
CC(=O)N1CCN(CC(=O)Nc2ccccc2C(=O)NCc2ccc(C)cc2)CC1	3	822
O=C(c1ccc(COc2ccc(Cl)cc2Cl)o1)N1CCCC1	-7	673
CCS(=O)(=O)N1CCC(C(=O)Oc2ccc(C)c(C)c2)CC1	-2	784
CCC(Sc1nc2ccncc2[nH]1)C(=O)Nc1ccc(C)c(Cl)c1 (stereo not given)	0	717
O=C(Nc1ccc(NC(=O)N2CCN(c3ccccc3O)CC2)cc1)N1CCN(c2ccccc2O)CC1	10	790
CCOC(=O)c1c(C)[nH]c(C)c1S(=O)(=O)N(C)CC(=O)NCc1cccc(Br)c1	-16	751
COCCNC(=O)c1cccc(OC2CCN(Cc3ccccc3OCCO)CC2)c1	10	781
CCOc1ccc(NC(=O)CCc2nnc3ccc(N4CCN(C)CC4)nn23)cc1	13	744
C/C(=N\Nc1cc(N2CCOCC2)ncn1)c1ccccc1	37	544
CCN(CC)P(=O)(Nc1ccc([N+](=O)[O-])cc1)c1c(C)nn(CCC#N)c1NC(=O)c1ccc(Cl)cc1 (stereo not given)	-8	776
CNC(=O)c1cc(S(=O)(=O)Nc2ccc3c(c2)OCCO3)ccc1C	10	841
COc1ccc(CNC(=O)N2CCN(S(=O)(=O)c3ccc(C)cc3C)CC2)cc1	82*	825*
CCOc1ccc(NC(=O)C2CCN(C(=O)N3CCOc4ccccc43)CC2)cc1	0	734
COc1ccc(NC(=O)Cn2c3ccc(OC)cc3c3nc4n(c(=O)c32)CCS4)cc1	-13	719
CCc1ccc(NC(=O)CS(=O)CC(=O)N2CCN(c3ccccc3F)CC2)cc1 (stereo not given)	17	782
COc1ccc(/C=N\NC(=O)C2CCCC2)cc1Br	-11	619
O=C(c1cc2cc(Cl)ccc2o1)N1CCCC1	-3	762
Nc1ccc(NC(=O)CCN2CCOCC2)cc1	2	865
Nc1nc(-c2ccc3c(c2)CCCC3)c(CC(=O)O)s1	21	848
CCOC(=O)N1CCN(Cc2nc3cc([N+](=O)[O-])ccc3n2C)CC1	-18	803
CCOc1cccc2c1OC1(C)CC2NC(=O)N1c1cccc(C(=O)N2CCN(c3ccccn3)CC2)c1 (stereo not given)	-19	650
Cc1oc(-c2ccc(Cl)cc2)nc1CS(=O)CC(=O)NCCCN1CCCC(C)C1 (stereo not given)	-4	760
N#CCC(=O)Nc1ccc(C(=O)OCc2ccccc2Oc2ccccc2)cc1	4	839
O=C(NCC1CCCO1)c1cnc(Cl)c(Cl)c1 (stereo not given)	-2	823
CCOc1ccc(CNC(=O)C2CCN(S(=O)(=O)c3ccc4c(c3)CCCC(=O)N4)CC2)cc1	2	730
O=C(N/N=C/c1cccc(O)c1)c1cc(C2CC2)nc2ccccc12	-1	833
CC(C)N(Cc1ccccc1)C(=O)C1CCCN(c2ncnc3c2nc2n3CCCCC2)C1 (stereo not given)	0	656
CCOC(=O)Cc1csc(NC(=O)c2ccc([N+](=O)[O-])cc2[N+](=O)[O-])n1	-4	836
Cc1ccc(S(=O)(=O)NCCCN2CCCC2)cc1	2	826
CC(=O)N1CCCc2cc(S(=O)(=O)Nc3cccc(C)c3C)ccc21	0	796
Cc1ccccc1NS(=O)(=O)c1ccc(NC(=O)N2CCCCC2)cc1	19	837
O=S(=O)(c1ccccc1F)N1CCc2ccccc2C1	1	766
CCC(=O)N1CCCc2cc(S(=O)(=O)CCC(=O)Nc3ccccc3C)ccc21	12	710
NS(=O)(=O)c1ccc(NS(=O)(=O)c2ccc(Br)cc2)cc1	3	742
COCCn1c(=S)[nH]c2cc(C(=O)N3CC(C)CC(C)C3)ccc2c1=O (stereo not given)	-5	738
COc1ccc(-c2cc3nc(C)cc(-c4ccc(OC)cc4)n3n2)cc1	-2	769
CCOc1ccccc1CN1CCNC(=O)C1CC(=O)NCCCn1cccn1 (stereo not given)	2	707
O=C(COc1ccccc1[N+](=O)[O-])Nc1cccc(Cl)c1N1CCOCC1	-8	739
O=C(Cn1ccnc1)c1ccc(Cl)cc1	-2	836
C/C=C(\C)CN1CCC(Oc2cccc(C(=O)NCc3ccccn3)c2)CC1	-2	823
Nc1c(/C=C2/C=CC(=O)C(O)=C2)c(=O)nc2sc(CC(=O)N3CCCC3)nn12	4	664
CN(C)S(=O)(=O)c1ccc(C(=O)NCCC(=O)N2CCCC2)cc1	0	839
Cc1ccc(CCNS(=O)(=O)c2ccc3c(c2)C(C)(C)C(=O)N3C)cc1	-37	722
Cc1ccc(Cn2c(=O)c3c(ncn3C)n(C)c2=O)cc1	4	823
O=[N+]([O-])c1cccc2c(S(=O)(=O)N3CCOCC3)cccc12	-17	855
CCCNC(=O)C(=O)Nc1cc2c3c(c1)CCC(=O)N3CCC2	8	701
O=C(c1c(F)cccc1F)N1CCN(c2ncc(Br)cn2)CC1	8	872
CC(=O)Nc1nc(-c2ccc3c(c2)CC(C)N3C(=O)C2CC2)c(C)s1 (stereo not given)	15	820
CCOc1ccc(S(=O)(=O)NC2CCCC2)cc1	2	626
O=C(C#Cc1ccccc1)Nc1ccc(F)cc1	1	832
Cc1ccccc1OC(C)C(=O)Nc1ccc(S(=O)(=O)N2CCCC2)cc1 (stereo not given)	-1	850
CC(C)c1nnc(NC(=O)CCC(=O)N2CCN(c3cccc(Cl)c3)CC2)s1	10	730
COC(=O)/C=C/c1cnc[nH]1	5	818
O=C(O)CCC(=O)N1CCc2cc(S(=O)(=O)NCc3ccc(Cl)cc3)ccc21	-1	738
COc1ccc(N2CCN(C(=O)NC(=O)c3ccccc3)CC2)cc1	-5	697
O=C(CCS(=O)(=O)c1ccccc1)Nc1nnc(C(F)(F)F)s1	-2	730
CCOc1cccc2cc(C(=O)NCc3ccccc3Cl)c(=O)oc12	1	849
O=C(O)c1cccc(S(=O)(=O)N2CCC(n3nnc4cc(C(F)(F)F)ccc43)CC2)c1	-2	879
O=C(CN(c1ccccc1)S(=O)(=O)c1ccccc1)Nc1ccc(F)cc1	9	839
Next section:
SMILES	Hep lipid drop	Hep lipid drop cells 6.5 µM
COc1cccc(NC(=O)CN2CCCCCC2)c1	0	794
COc1ccccc1C(=O)NCCC(=O)Nc1ccc(OC(F)(F)F)cc1	-20	812
O=C(Nc1nncs1)C12CC3CC(CC(Cl)(C3)C1)C2	1	719
CC(=O)N1CCN(Cc2nc3cc(NC(=O)COc4cccc(C)c4)ccc3n2C)CC1	8	746
CSc1ccc(CCNC(=O)CS(=O)(=O)Cc2nc(-c3ccccc3F)oc2C)cc1	-12	692
O=C(O)CCCCN1C(=O)/C(=C\c2ccc(OCc3ccccc3)c(OCc3ccccc3)c2)SC1=S	-1	695
CC(=O)Nc1ccc(NC(=O)C2CCN(C(=O)C3CC(=O)N(c4ccc(C)cc4)C3)CC2)cc1 (stereo not given)	-6	800
O=C(c1nc2ccc(Cl)cn2c1CN1CCC[C@H]1CO)N1CCCCCCC1	-16	824
O=C(Cc1ccccc1)Nc1ccc(S(=O)(=O)N2CCOCC2)cc1	2	777
CC(=O)NCCC(=O)N1CCCC(N(C)CCc2ccccc2)C1 (stereo not given)	1	858
O=C(CC(=O)Nc1ccc(Cl)cc1)N/N=C\c1cccc(F)c1	2	823
COc1ccc(C(=O)NC2CCCc3ccccc32)c(OC)c1OC (stereo not given)	-23	799
Cc1cccc(NC(=O)C2CC(O)CN2C(=O)Oc2ccccc2)c1 (stereo not given)	6	801
O=C(NCCCN1CCOCC1)c1nn2c(C(F)(F)F)cc(-c3ccco3)nc2c1Cl	-2	803
Cc1[nH]n(C(N)=S)c(=O)c1N=Nc1cccc(C(F)(F)F)c1	-10	859
O=S(=O)(Nc1ncccn1)c1ccc(F)cc1	-8	812
CC(/C=N/NC(=O)c1nnn(-c2nonc2N)c1C)=C\c1ccccc1	0	766
Cc1ccc(NC(=O)N2CCc3ccccc3C2)cc1C	-5	797
CC(=O)C1=C(c2ccccc2)NC(=O)NC1c1ccccc1 (stereo not given)	4	788
Cn1cc(CN2CCCC(C(=O)Nc3cccc(-c4cc5ccccc5[nH]4)c3)C2)cn1 (stereo not given)	-9	652
COc1ccc2c(c1)cc(C(=O)N/N=C/c1c(O)c(C(=O)O)cc3ccccc13)n2C	-11	788
Cc1cc(C)c(S(=O)(=O)N2CCCC(C(=O)N3CCCC3)C2)c(C)c1 (stereo not given)	-2	834
COc1ccc(-c2n[nH]c(=S)n2-c2ccc(Br)cc2)cc1OC	12	795
COc1ccc(C2C3=C(CCCC3=O)N(CC(=O)O)C3=C2C(=O)CCC3)cc1	-2	845
COc1ccccc1NC(=O)Cn1c([N+](=O)[O-])cnc1C	-2	864
O=C(NNC(=O)C1CC(c2cccs2)=NO1)Nc1ccccc1 (stereo not given)	-1	810
CCC(=O)N1c2ccc(S(=O)(=O)NCCc3ccccc3)cc2CC1C (stereo not given)	-1	748
COC(=O)c1cc(S(=O)(=O)N2CCN(c3ccc(F)cc3)CC2)cn1C	-2	730
COc1ccc(NC(=O)CN2C(=O)NC(C)(c3ccc(C)cc3)C2=O)c([N+](=O)[O-])c1 (stereo not given)	-4	712
Cc1ccc(CNC(=O)CN2C(=O)NC(C)(c3cccc(Br)c3)C2=O)cc1 (stereo not given)	-3	850
CN(C)S(=O)(=O)c1cccc(C(=O)NCCOC(=O)c2cc(F)c(F)cc2Cl)c1	1	806
Cc1cccc(NC(=O)C(C)SCc2ccccc2)c1 (stereo not given)	1	796
COCCNC(=O)C(=O)NCC1OCCN1S(=O)(=O)c1cc(F)ccc1F (stereo not given)	0	692
Cc1cc(C)cc(SCc2noc(C(=O)NC(C)C)c2C(=O)NC(C)C)c1	13	803
Cc1c2n(c3ccccc13)CCC2=O	0	431
CC(OC(=O)Cc1n[nH]c(=O)c2ccccc12)C(=O)Nc1ccccc1[N+](=O)[O-] (stereo not given)	1	823
COc1ccc(Br)c(C(=O)OCc2cc(=O)oc3cc(C)ccc23)c1	-1	677
CCOc1ccc(CNC(=O)c2ccccc2NC(=O)C2=CSCCO2)cc1	-7	738
CC(C)(C)c1cc(C(=O)N/N=C/c2ccncc2)n[nH]1	-7	682
O=C(Nc1ccc2oc(-c3ccncc3)nc2c1)c1ccco1	-2	683
COc1ccc(NC(C)=O)cc1S(=O)(=O)Nc1ccccc1C(=O)NCCc1ccccc1	0	808
Cc1ccc(S(=O)(=O)NCC(=O)N(CC(=O)NCC2CCCO2)Cc2ccccc2Cl)cc1 (stereo not given)	-1	514

Compound activity deposited in PubChem BioAssay by Sanford-Burnham Center for Chemical Genomics.
